# Source: PubChem BioAssay (Broad Institute)
# PGC1a acetyl inh: PGC1a acetylation modulation, inhibitor mode; U2OS PGC1a acetylation, AlphaScreen anti-acetyl-lysine; with virally co-expressed GCN5 acetyltransferase; inhibition, % at 15.6 µM; 350,000 compounds, 0.17% hits; AID 651687;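 active = every replicate shows inhibition of at least 40%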;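 note: 0% = neutral control wells and 100% = positive control wells; some results beyond the cut were filed as inactive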
# Statin myotox sup: suppressors of simvastatin-induced myotoxicity in C2C12 myotubes; 330,000 compounds, 0.78% hits; AID 602340; ATP luminescence, 48 h; scaled: DMSO 0, geranylgeraniol control 100; rescue of ATP level, % at 7.49 µM;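 active = mean ATP rescue above about 67%, or every replicate alone reaching that limit, limit read from the data, passing the limit was not always enough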;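 note: myotubes were challenged with 10 µM simvastatin during compound exposure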
# Xi reactivation: reactivates the inactive X chromosome in mouse fibroblasts; 360,000 compounds, 0.055% hits; AID 743238; XiGFP mouse fibroblasts, % GFP-positive cells imaging, 3 d; cells co-treated with 5-aza-dC sensitizer; scaled so ellipticine positive control = 100%; activation, % at 7.58 µM;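 active = mean normalized replicate activation at least 10% and every replicate at or above 10%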;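 note: 0% = median of on-plate neutral control wells and 100% = ellipticine 6 µM median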
#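 Material: SV40-immortalized XiGFP fibroblast cells, line 68-5-11 | Buffer or medium: DMEM containing 5-aza-dC | Dosing: One concentration, pinned | Times: 3 d treatment, 15 min room-temperature fixation | Controls: Ellipticine 6 µM positive control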
# ERAP1 HTS inh: blocks human ERAP1 aminopeptidase activity; recombinant ERAP1, Leu-AMC fluorescence, 60 min; AID 652197; inhibition, % at 10.7 µM; Q9NZ08; 340,000 compounds, 0.15% hits;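 active = mean replicate inhibition of at least 30%, or all replicates individually reaching that 30% level; inactive = mean below 30% and not every replicate reaching it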;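 note: 0% = neutral control wells and 100% = L-leucinethiol positive control wells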
# Cneo AK release: causes C. neoformans cell lysis | lysis activity, % at 15 µM | 360,000 compounds, 0.2% hits | adenylate kinase release luminescence, 4 h; normalised: neutral wells 0, clomiphene wells 100;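 active = mean lysis activity across replicates of at least 80%, whatever share of replicates individually reach that level; inactive = mean lysis activity below 80%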
#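 Material – Cryptococcus neoformans yeast cells · Quantity – 5 × 10^6 yeast cells/mL · Buffer or medium – YPD medium · Compound – single dose · Timing – 4 h static compound exposure, 37 °C, read 1 h post-reagent · Signal – adenylate kinase release luminescence · Read-out basis – lysis from increased AK signal · Benchmarks – Clomiphene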
# LGR2 inh: blocks bursicon-induced cAMP signaling via Drosophila LGR2; HEK293 LGR2, CRE-luciferase, bursicon-stimulated, 4 h; inhibition, % at 9.99 µM; 380,000 compounds, 0.35% hits;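 active = drop in luminescence signal, shown as inhibition above about 50% in the replicate tests, limit read from the data, passing the limit was not always enough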;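 note: agonist challenge used bursicon conditioned medium at about half maximal strength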
# S100A4 MyoIIA: blocks human S100A4 binding to myosin IIA peptide; P26447; S100A4/TAMRA-MyoIIA peptide fluorescence polarization; inhibition, % at 10.7 µM; 360,000 compounds, 0.14% hits;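 active = mean inhibition of at least 70% across replicates, with every replicate also reaching that level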
# Target sequence (P26447 whole entry, looked up): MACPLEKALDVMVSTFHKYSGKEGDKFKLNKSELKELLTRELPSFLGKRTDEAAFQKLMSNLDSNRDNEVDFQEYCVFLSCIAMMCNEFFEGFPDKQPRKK
#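 Test system – S100A4 monomer (human) · Compound – single-point compound testing · Schedule – 5 min incubation before reading · Probe or stimulus – TAMRA-labelled myosin IIA heavy-chain peptide probe, 5 nM · Benchmarks – neutral control DMSO, positive control TFP · Medium – Calcium-containing HEPES buffer, pH 7.2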
# SIRT5 inh: sirtuin-5 (human) deacylase inhibition; inhibition, % at 15 µM; Purified SirT5, succinyl-peptide AMC, trypsin-coupled fluorescence; 330,000 compounds, 1.1% hits; AID 652115; Q9NXA8; in the data active = inhibition above about 15%
# Target sequence (Q9NXA8 whole entry, looked up): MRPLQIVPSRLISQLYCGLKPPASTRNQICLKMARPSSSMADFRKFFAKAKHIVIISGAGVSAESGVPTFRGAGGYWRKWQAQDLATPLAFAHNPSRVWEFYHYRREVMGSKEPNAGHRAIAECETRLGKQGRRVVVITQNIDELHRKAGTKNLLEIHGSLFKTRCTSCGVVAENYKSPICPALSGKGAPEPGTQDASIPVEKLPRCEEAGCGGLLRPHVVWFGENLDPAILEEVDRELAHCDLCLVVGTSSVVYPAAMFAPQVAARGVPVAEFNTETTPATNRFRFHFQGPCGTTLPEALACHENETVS
# Active calls of the source: *; nt = no result given; & = joins results of further samples.
SMILES,PGC1a acetyl inh,Statin myotox sup,Xi reactivation,ERAP1 HTS inh,Cneo AK release,LGR2 inh,S100A4 MyoIIA,SIRT5 inh
Cn1c(CCN2CCCCC2)nc2cc(NC(=O)COc3ccccc3)ccc21,10,13,0.0,1,1,12,-4,-2
CCN(CC(=O)NCc1cccs1)C(=O)c1ccc(-c2ccc(F)cc2)o1,-6,-16,0.1,1,2,8,-7,-4
O=C(NCC[C@@H]1CC[C@H](NS(=O)(=O)c2ccc(Cl)cc2)[C@H](CO)O1)Nc1ccc(F)cc1,-3,nt,0.6,nt,nt,-2,nt,-8
O=C(Cn1ncn2c(cc3ccccc32)c1=O)NCc1ccco1,nt,1,nt,-1,nt,16,-3,-3
C[C@H](CO)N1C[C@H](C)[C@@H](CN(C)C)OCCCC[C@H](C)Oc2ccc(NC(=O)Cc3ccccc3)cc2C1=O,9,16,-1.1,2,2,-10,-17,-3
CCCCN(CCCC)Cc1ccc(C(=O)NNC(=O)Nc2ccc(F)cc2)o1,-11,nt,-0.1,-3,nt,9,0,0
C[C@H](CO)N1C[C@H](C)[C@H](CN(C)S(C)(=O)=O)Oc2ccc(NC(=O)Nc3ccc(F)cc3)cc2C1=O,-7,8,-0.6,3,0,15,-8,8
Cc1nc(SCC(=O)NCC2CCCO2)[nH]c(=O)c1C (stereo unspecified),nt,nt,0.1,0,nt,3,-3,3
Cc1noc(C)c1S(=O)(=O)Nc1ccc2c(c1)C(=O)N([C@H](C)CO)C[C@@H](C)[C@@H](CN(C)C)OCCCC[C@@H](C)O2,3,nt,0.1,-3,1,-25,1,-3
CCCc1cc(=O)[nH]c(SC(C)C(=O)Nc2ccc3c(c2)OCCO3)n1 (stereo unspecified),9,-5,0.0,1,1,0,-6,-2
CCc1ccc(NC(=O)C(=O)NNC(=O)c2cccc(OC)c2)cc1,0,nt,0.1,-3,0,2,-10,-2
Nc1ccc(Oc2ccc3c(c2)C(=O)NC3=O)cc1,6,-2,0.4,-1,0,-16,5,-1
O=C(Nc1nccs1)[C@@H]1CCCN1C(=O)c1cccs1,7,11,0.0,-2,0,-10,-3,-1
Cc1ccc(OC(C)C(=O)N=Nc2c(O)[nH]c3ccc([N+](=O)[O-])cc23)cc1 (stereo unspecified),nt,-10,0.0,nt,1,-1,nt,nt
C=CCN1C(=O)c2n[nH]c(COC)c2C1c1cccc(C(F)(F)F)c1 (stereo unspecified),nt,nt,-0.2,-3,nt,2,-3,nt
O=S(=O)(Nc1cc(Cl)ccc1N1CCOCC1)c1ccccc1Cl,-15,32,-0.4,1,-2,0,21,0
CCn1cc(C(=O)NCCCN2CCC(C)CC2)c(=O)c2cc(S(=O)(=O)N3CCOCC3)ccc21,-3,2,0.0,-8,-1,6,4,11
CC(C)NC(=O)N(C)C[C@@H]1Oc2ccc(NC(=O)Nc3ccc(C(F)(F)F)cc3)cc2CC(=O)N([C@@H](C)CO)C[C@@H]1C,1,27,0.5,5,-5,-5,8,0
CCC(CO)Oc1cc(NCc2ccccc2Cl)c2ncn(C(C)C)c2c1 (stereo unspecified),7,-24,0.3,0,-4,12,-1,nt
COc1cc2c(cc1OC)[C@H](C)N(C(=O)CSc1nc(O)c(C(C)C)c(=O)[nH]1)CC2,-1,-3,nt,nt,-1,nt,15,nt
CN(C)CC(=O)N1[C@H](CO)[C@@H](c2ccccc2)C12CN(C(=O)c1ccccc1)C2,2,nt,0.3,-1,nt,-4,-17,-3
O=C(Nc1nc(-c2ccc(Oc3ccccc3)cc2)cs1)C1=COCCO1,3,2,0.0,nt,-6,8,nt,nt
Cc1onc(-c2ccccc2Cl)c1C(=O)NCc1ccccc1,-3,-6,nt,-5,-4,6,-5,-2
Cc1ccnc(NC(=O)C(C)n2cc([N+](=O)[O-])cn2)c1 (stereo unspecified),2,0,0.0,5,-1,5,-4,-2

# 2 entries drawn at random from those above:
SMILES,PGC1a acetyl inh,Statin myotox sup,Xi reactivation,ERAP1 HTS inh,Cneo AK release,LGR2 inh,S100A4 MyoIIA,SIRT5 inh
Cc1ccnc(NC(=O)C(C)n2cc([N+](=O)[O-])cn2)c1 (stereo unspecified),2,0,0.0,5,-1,5,-4,-2
C=CCN1C(=O)c2n[nH]c(COC)c2C1c1cccc(C(F)(F)F)c1 (stereo unspecified),nt,nt,-0.2,-3,nt,2,-3,nt

# Next part
SMILES,PGC1a acetyl inh,Statin myotox sup,Xi reactivation,ERAP1 HTS inh,Cneo AK release,LGR2 inh,S100A4 MyoIIA,SIRT5 inh
CC(=O)NC(C)(c1ccccc1)c1nc(-c2cccc(F)c2)cs1 (stereo unspecified),-2,12,0.2,3,-14,-22,2,1
O=C1CNC(=O)/C(=C/c2cccs2)N1,nt,nt,0.1,0,nt,1,-4,0
C[C@H]1CN([C@@H](C)CO)C(=O)c2cc(NC(=O)C3CC3)ccc2O[C@@H]1CN(C)S(=O)(=O)c1ccc(F)cc1,-14,15,-0.9,3,-1,-1,-2,nt
O=C(c1ccc(Br)cc1)N1CCN(c2ccccn2)CC1,nt,12,0.1,1,-1,15,-2,-1
Cc1ccc(N(CC(=O)NC2CCC(C)CC2)S(=O)(=O)c2cccnc2)cc1 (stereo unspecified),nt,-5,0.1,0,-3,0,1,2
COc1cccc(C2N(c3cccc(Cl)c3)C(=O)C3CCCN32)c1OC (stereo unspecified),6,-2,0.4,nt,1,-3,9,nt
Cn1c(SCC(=O)NCC2CCCO2)ncc(C(=O)Nc2ccc(F)cc2)c1=O (stereo unspecified),nt,nt,0.1,4,4,17,-3,0
COc1ccc(-c2ccc3c(c2)[C@@H]2[C@@H](CCN2C(=O)c2ccc(F)cc2)[C@@H](CO)N3C)cc1,3,31,0.1,nt,-15,2,nt,nt
COc1cc(CN2CC3(CCN(S(=O)(=O)c4cccc(F)c4)CC3)c3c([nH]c4cc(OC)ccc34)[C@@H]2CO)cc(OC)c1,-3,nt,0.3,2,nt,14,-34,-3
C[C@@H]1CCCCO[C@@H](CN(C)C(=O)CCC(F)(F)F)[C@H](C)CN([C@@H](C)CO)C(=O)c2cc(NC(=O)CCCN(C)C)ccc2O1,5,nt,0.3,nt,-1,6,nt,nt
CC(=O)n1cc([C@@H]2C=C(C(=O)NCc3ccccc3)O[C@H](OCCCCO)C2)c2ccccc21,-6&5,0,0.1,6&0,-2&-5,13,-7&-5,-4&-1
COc1ccc(CN(C)C(=O)c2cccc(NS(=O)(=O)c3ccccc3)c2)cc1F,nt,-3,0.2,0,6,7,-2,0
CCOc1ccc(NC(=O)c2cccc(S(=O)(=O)Nc3c(C)n(C)n(-c4ccccc4)c3=O)c2)cc1,-8,8,0.1,0,-2,-1,2,2
CC1CCN(C(=O)CN2C(=O)COc3ccc(Cl)cc32)CC1,nt,-4,0.4,-3,-1,8,-2,-2
CCCCc1c(-c2ccccc2OC)ncn1Cc1ccc(Cl)cc1Cl,nt,nt,0.1,0,nt,48,1,nt
COc1cccc(OC)c1Oc1ccc(C(F)(F)F)cn1,-6,3,nt,11,0,4,-1,-2
Cc1ccnc(NC(c2ccccn2)c2c(C)[nH]c3ccccc23)c1 (stereo unspecified),2,nt,0.0,-3,nt,-40,18,-1
CCCCNC(=O)c1onc(CSc2ccccc2CC)c1C(=O)O,0,-6,0.5,nt,2,-3,-8,nt
O=C(NCc1ccc2[nH]c3c(c2c1)CCCC3)c1ccc(S(=O)(=O)N2CCOCC2)cc1,-5,-4,-0.2,2,2,14,-4,0
CCOC(=O)/C(C#N)=C1/C=C(C)c2ccccc2N1,7,nt,-0.1,-12,nt,-38,0,nt
O=C(NNC(=S)NC(=O)c1ccccc1)c1ccc(O)cc1,11,-20,0.2,-5,-1,0,1,0
Cc1ccc(NC(=O)CCSCCc2ccccn2)cc1,-7,1,0.3,1,-14,-10,3,-4
CCS(=O)(=O)NCC[C@@H]1CC[C@@H](NC(=O)Nc2cc(Cl)cc(Cl)c2)[C@H](CO)O1,0,-18,0.3,1,-1,19,3,0
COc1ccccc1CN1CCN(Cc2ccc3ccccc3c2)CC1,3,-1,0.1,-2,-2,-2,-2,-1
Cc1ccc(S(=O)(=O)N(C)C[C@H]2Oc3ccc(NC(=O)NC(C)C)cc3CC(=O)N([C@H](C)CO)C[C@H]2C)cc1,4,-9,0.1,2,0,13,5,0
CN(C)C(=O)C[C@H]1C=C[C@H](NC(=O)C2CCC2)[C@@H](CO)O1,4,-7,1.5,-1,0,-1,7,1
Cc1ccc(NC(=S)NC(NC(=O)N(C)C)C(Cl)(Cl)Cl)cc1 (stereo unspecified),-3,nt,0.1,-85,-1,4,-4,1
COc1ccc(OC)c(NC(=O)Nc2nc(C(N)CCc3ccccc3)cs2)c1 (stereo unspecified),-11,-27,0.0,-1,0,-6,0,nt
CN(C)C(=O)c1nc(C#N)c(N(C)C)o1,nt,nt,nt,0,nt,6,3,3
O=C1NC[C@H](Cc2ccccc2)N(CC2CCN(CCc3ccc(-c4ccccc4)cc3)CC2)C1=O,-9,-2,0.0,nt,0,4,-3,-2
O=C(COC(=O)c1ccc(F)cc1Cl)NCc1ccco1,-3,10,0.0,1,nt,-3,-38,2
C[C@H]1COC(=O)[C@@H](NC(=O)OCC2c3ccccc3-c3ccccc32)C/C=C\C[C@H](CC(=O)NCCO)C(=O)N1,-3,-15,0.0,nt,0,-6,nt,nt
CC(=O)Nc1ccc(NC(=O)C2Cc3c(-c4ccco4)ccnc3O2)cc1 (stereo unspecified),15,-7,0.3,-3,4,-13,-4,nt
CC(C)c1cn(CC[C@@H]2CC[C@H](NS(=O)(=O)Cc3ccccc3)[C@@H](CO)O2)nn1,2,-3,-0.4,1,1,-3,2,-5
CCOC(=O)C1=C(C)C(c2ccccc2)NC(=S)N1 (stereo unspecified),15,57,nt,nt,6,-16,nt,nt
CCN(CC)S(=O)(=O)c1ccc(OC)c(NC(=O)c2cc(C)on2)c1,12,9,-0.2,-2,-6,9,-5,-5
O=C(COc1cc(Cl)c(Cl)cc1Cl)NCCc1ccccn1,2,nt,0.0,3,nt,-7,-4,1
CCCNC(=O)N(C)C[C@H]1Oc2ncc(C3=CCCC3)cc2C(=O)N([C@H](C)CO)C[C@H]1C,9,19,-0.9,-4,-6,2,3,-4
Cc1ccc(NC(=O)NC(=O)N(C(C)C)S(=O)(=O)c2ccc(C)cc2)cc1,4,-4,0.2,-4,-2,5,-3,2
CC(NC(=O)CN(C)Cc1cccc(F)c1)c1ccccc1 (stereo unspecified),-8,0,0.3,-2,-3,0,-2,-2
COc1cc(N)ccc1-c1cc2ccccc2oc1=O,nt,-10,0.0,-3,1,-7,-7,1
C[C@H]1CN([C@@H](C)CO)C(=O)Cc2cc(NC(=O)Nc3ccc(F)cc3)ccc2O[C@H]1CN(C)C(=O)Nc1cccc2ccccc12,1,38,0.0,-1,0,14,3,3
COc1ccccc1/C=C/c1nc(C#N)c(N(C)C)o1,1,33,0.0,-95,0,-51,1,-12
CCn1c(C)nc2cc(C(=O)OC)ccc21,-4,nt,0.0,-1,nt,-29,-1,1
COc1ccccc1N(CCOc1ccccc1)S(=O)(=O)c1ccccc1,-9,-13,0.0,-1,-3,0,-3,nt
CCOc1ccc(NC(=O)CN2C(=O)COc3ccc(S(=O)(=O)N4CCCCC4)cc32)cc1,-3,11,0.5,-3,0,8,3,-1

# A portion of the library; the hit share may differ from the screen's.
